Assay outcomes (PubChem)
HIF-2a inh: inhibitors of HIF-2a. 786-0 RCC cells HIF-2a reporter, luciferase luminescence, overnight. inhibition, % at 18.8 µM. actives 0.72% (n = 360,000). AID 624352;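 active = inhibition of the luminescence signal of 40% or more relative to plate controls, in a single-dose primary screen at 18.75 µM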
NR2E3 ag-1: activates human photoreceptor nuclear receptor NR2E3 | actives 0.12% (n = 320,000) | AID 2300 | GST-NR2E3/biotin-RetCOR TR-FRET, 1536-well | inhibition of corepressor binding, % at 4.78 µM;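 active = percent inhibition above the cutoff of mean plus 3 SD of all tested compounds, set per screening campaign, cut at about 20% in these data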;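 also: 0% = DMSO wells and 100% = biotin wells as full block of FRET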
Target sequence (Q9Y5X4 whole entry, looked up): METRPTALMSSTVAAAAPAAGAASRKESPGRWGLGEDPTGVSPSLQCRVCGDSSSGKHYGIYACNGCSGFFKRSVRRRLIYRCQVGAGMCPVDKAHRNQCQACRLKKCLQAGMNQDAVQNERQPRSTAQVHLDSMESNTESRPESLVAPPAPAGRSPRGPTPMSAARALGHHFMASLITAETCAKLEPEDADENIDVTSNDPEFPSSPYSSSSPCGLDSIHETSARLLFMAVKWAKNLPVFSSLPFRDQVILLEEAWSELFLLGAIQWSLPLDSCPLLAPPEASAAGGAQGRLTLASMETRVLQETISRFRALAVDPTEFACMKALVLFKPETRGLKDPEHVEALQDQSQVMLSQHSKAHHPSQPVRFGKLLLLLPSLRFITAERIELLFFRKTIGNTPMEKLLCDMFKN
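Test system – NR2E3–RetCOR corepressor complex · Quantity – NR2E3 fusion 1.35 nM · Buffer or medium – Tris pH 7.5 · Incubation – Compound–protein incubation for 5 h at 4 °C · Technique – TR-FRET, Eu(K)-anti-GST donor, streptavidin-D2 acceptor, ex 340, em 617/671 nm · Evaluation – percent inhibition of 671/617 nm emission ratio versus biotin and DMSO controls · Plate – 1536-well format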
iPSC survival up: increases survival of single human iPS cells; hiPSC single-cell survival, ATPlite luminescence; 100% = ROCK inhibitor wells, 0% = DMSO; survival enhancement, % at 20 µM; actives 0.044% (n = 360,000); AID 602274; in the data active = survival enhancement above about 18%;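 also: cells exposed to compounds for 16 hours before the ATP read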
Vif imaging: blocks HIV Vif function; HEK293T cells, Vif self-association by quenched fluorescence, imaging, 24 h; inhibition, % at 7.49 µM; actives 0.35% (n = 340,000); AID 602346; in the data active = inhibition above about 50%, passing the limit was not always enough; also: some results filed as inactive read as strong as hits
NR2E3 ag-2: human photoreceptor-specific nuclear receptor agonism; CHO-S Gal4-NCOR/VP16-NR2E3 two-hybrid, luciferase; AID 602229; actives 0.35% (n = 360,000); Q9Y5X4; inhibition of corepressor binding, % at 3.98 µM;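 active = inhibition above the mean of all tested compounds plus 3 SD, cut at about 70% in these data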;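 also: 0% = DMSO with NR2E3 transfected cells and 100% = cells lacking NR2E3 construct; higher means lower luciferase signal from less NR2E3 corepressor binding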
CaV13 FRET inh: Primary screen for inhibitors of IQ motif and Ca2+-dependent inactivation inhibitor domain binding in CACNA1D, Förster resonance energy transfer in living cells, …; HEK cells, CFP/YFP FRET ICDI-IQ, plate reader, 10 min; percent FRET-ratio fall versus neutral wells; inhibition, % at 12.3 µM; actives 0.098% (n = 340,000); AID 743397;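 active = mean replicate inhibition of at least 30% and at least 1% of replicates passing that level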;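 also: 0% = median of the neutral control wells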
aDG glyco act: increases alpha dystroglycan glycosylation; Pro5-aDG cells, alpha-DG glycosylation AlphaScreen (IIH6); 0% Pro5, 100% B10-LARGE cell signal; activation, % at 10 µM; actives 0.22% (n = 360,000);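 active = activation of at least 8% versus controls, or a plate z-score of at least 8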;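 also: Pro5 are CHO cells carrying HIG-tagged alpha-DG that lacks glycosylation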
PDI inh: PDI (human) enzyme inhibition; PDI insulin aggregation turbidity, A650, 90 min; inhibition, % at 10 µM; actives 0.052% (n = 350,000);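 active = mean inhibition across replicates of 30% or more, whatever share of single replicates reach that level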;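 also: absorbance from insulin aggregation driven by PDI reduction with DTT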
Target sequence (P07237 whole entry, looked up): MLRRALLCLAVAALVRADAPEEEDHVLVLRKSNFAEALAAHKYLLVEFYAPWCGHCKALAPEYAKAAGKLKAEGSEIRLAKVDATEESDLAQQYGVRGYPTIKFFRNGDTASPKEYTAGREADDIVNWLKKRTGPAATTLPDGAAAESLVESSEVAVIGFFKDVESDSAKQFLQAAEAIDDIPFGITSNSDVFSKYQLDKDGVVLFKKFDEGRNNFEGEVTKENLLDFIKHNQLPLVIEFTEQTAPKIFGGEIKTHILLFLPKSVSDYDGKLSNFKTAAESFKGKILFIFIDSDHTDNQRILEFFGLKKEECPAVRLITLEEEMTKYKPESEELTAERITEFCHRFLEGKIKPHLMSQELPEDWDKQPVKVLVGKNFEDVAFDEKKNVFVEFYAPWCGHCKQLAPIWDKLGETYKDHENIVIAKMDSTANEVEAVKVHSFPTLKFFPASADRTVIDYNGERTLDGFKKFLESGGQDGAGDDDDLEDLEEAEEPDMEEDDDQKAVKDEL
Exocytosis inh: blocks lytic granule exocytosis; TALL-104 LAMP-1 surface exposure, flow cytometry; cells stimulated with thapsigargin and PMA; inhibition, % at 10 µM; actives 0.66% (n = 360,000); AID 651702;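 active = inhibition above about 55%, limit read from the data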
Peg3 prom inh: Peg3 promoter activity inhibition. inhibition, % at 20 µM. HeLa PEG-Prom luciferase reporter, luminescence, overnight. actives 1.7% (n = 360,000);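 active = inhibition of at least 50% at 20 µM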
MITF TRPM1 inh: MITF TRPM1 promoter inhibition in SK-MEL-5 cells; AID 488899; inhibition, % at 12.5 µM; actives 0.83% (n = 330,000); SK-MEL-5 TRPM1 promoter luciferase, 24 h;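 active = mean inhibition across replicates of 60% or more, whatever share of single replicates reaches that level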; also: values of inactives mirror those of a sister screen read the other way
* = called active by the depositor; · = no result given. This is a random part of the collection (roughly 3.5% active in at least one column).

SMILES	HIF-2a inh	NR2E3 ag-1	iPSC survival up	Vif imaging	NR2E3 ag-2	CaV13 FRET inh	aDG glyco act	PDI inh	Exocytosis inh	Peg3 prom inh	MITF TRPM1 inh
C/C(CC(=O)Nc1ccc2c(c1)OCCO2)=N\NC(=O)COc1ccc(C)cc1Br	-12	2	0.6	13	-34	-1	-0.1	-10	9	0	3
CCc1c(C)nc2c(C)cccc2c1SCCC#N	20	3	2.1	2	-29	-6	0.1	0	0	13	2
O=C(N/N=C/c1ccc2c(c1)OCO2)c1ccc(Cl)cc1Cl	-47	-1	-0.6	-3	-39	-7	0.0	5	-6	-32	-8
COc1ccc(CNC(=O)c2ccc(-c3cnn(C)c3)c3ccoc23)cc1OC	-194	·	0.3	-1	-71	-10	0.0	1	5	-174	·
Cc1ccc(CC(=O)Nc2ccc(S(=O)(=O)Nc3ncccn3)cc2)cc1	7	-1	-0.3	7	12	-6	-0.1	-1	2	5	-14
Cc1cc(C)cc(Nc2c(F)c(F)c(F)c(F)c2C(=O)O)c1	3	2	1.3	17	13	-2	-0.1	-3	-1	1	-14
COc1ccc(Br)cc1S(=O)(=O)Nc1cccc(C)n1	18	1	-0.7	-4	-8	-3	1.0	-6	-2	3	9
Cc1cnc2ccc(F)cc2c1	-3	·	-0.9	·	-7	-9	-0.1	·	4	-3	·
CCOc1cc(S(=O)(=O)n2c(C)nc3ccccc32)ccc1F	16	0	4.8	-8	8	0	0.3	2	3	22	9
CN(Cc1c(C(=O)N/N=C/c2ccc(F)cc2)nnn1-c1nonc1N)C1CCCCC1	5	1	-0.3	-9	10	-2	-0.3	-3	-18	2	-3
O=C(COC(=O)CC1CC2CCC1C2)Nc1ccc(F)cc1Cl (stereo not given)	0	·	1.7	-2	1	-2	-0.2	0	1	6	-5
COc1ccc(Cl)cc1C(=O)Nc1ccc(OCC(=O)N2CCOCC2)cc1	-11	·	0.3	5	0	·	0.1	-6	-2	-5	-2
S=C(NCCCn1ccnc1)Nc1cccc(Cl)c1	11	-1	0.2	-6	16	-3	-0.2	8	-3	10	15
C#CCN1C=CC(=O)[C@@H](OC(=O)NCCC)[C@H]1c1ccccc1Br	0	·	0.0	-3	-4	-9	0.0	-7	-4	1	5
CCCC(C)c1nc(C(N)=O)c2[nH]c(=O)n(-c3ccc(OC)cc3OC)c2n1 (stereo not given)	21	-1	0.2	3	6	·	-0.7	6	-1	27	11
CC(C)(C)C(=O)CN1C(=O)NC(C)(Cc2ccc3c(c2)OCO3)C1=O (stereo not given)	4	-1	-0.1	10	5	-3	-0.2	4	10	6	-9
O=C(CC[C@H]1O[C@@H](n2cnc3c(NC(=O)c4ccccc4)ncnc32)[C@H](O)[C@@H]1O)NCC(c1ccccc1)c1ccccc1	-2	·	-0.6	-4	-14	-6	-0.3	·	-1	-13	·
O=S(=O)(c1ccc(Cl)cc1)N1CCCc2ccccc21	17	2	0.3	0	-31	-5	-0.1	0	-4	25	4
Cc1ccc(S(=O)(=O)N2CCOC2CNC(=O)C(=O)NCc2ccc(Cl)cc2)cc1 (stereo not given)	17	2	-0.4	-37	19	·	0.8	-2	-1	11	-14
CCOc1ccccc1CN1CCNC(=O)C1CC(=O)NCCN1CCOC1=O (stereo not given)	9	2	-0.5	16	11	-7	-0.1	-4	2	-1	-10
CC(=O)N1CCSc2ccc(S(=O)(=O)Nc3ccccc3C)cc21	10	-2	0.0	-1	22	-14	0.4	3	-4	6	13
O=C(Cc1ccc(F)cc1)N1CCN=C1SCc1cccc([N+](=O)[O-])c1	26	-2	-0.1	-7	-5	0	-0.1	2	-6	17	12
CCOC(=O)C1=C(O)C(=O)N(CCCn2ccnc2)C1c1ccc(C)cc1 (stereo not given)	8	-4	2.9	2	-12	-4	0.4	7	-6	12	4
COC(=O)c1cc(F)c(-n2cncn2)c(F)c1	9	-5	-2.5	3	9	-7	0.1	2	-1	20	6
Cc1ccc(-c2nc3ccc(Br)cn3c2Cc2ccccc2C(F)(F)F)cc1	-290	·	3.4	·	-56	-4	0.2	·	2	-138	·
CCCCn1c2ccc(F)cc2c2nnc(SCCN3CCOCC3)nc21	15	·	-0.8	-10	-9	-4	-0.3	-1	14	23	-10
COc1ccc(NC(=O)C2CCC(=O)N2S(=O)(=O)c2ccc(C)cc2)cc1Cl (stereo not given)	1	-1	-0.4	10	-9	-5	0.1	-4	6	-1	-1
CN(CC(=O)Nc1cc(Cl)ccc1C#N)C1CCS(=O)(=O)C1 (stereo not given)	16	3	-2.4	4	-15	-6	0.0	6	0	2	3
CSc1ccc(S(=O)(=O)Nc2ccccc2C(=O)N2CCOCC2)cc1	-23	3	-0.2	3	-15	-7	0.1	2	-2	7	0
COCCN(C(=O)C1CC(=O)N(Cc2ccc(C)cc2)C1)c1c(N)n(CC(C)C)c(=O)[nH]c1=O (stereo not given)	6	2	-0.2	4	-4	-2	0.2	5	3	-3	15
Oc1oc(-c2ccccc2)nc1C=Nc1cccc2ccccc12	-61	3	-0.8	·	-22	-8	-0.1	-4	1	9	16
O=C(Nc1cccc(Cc2ccccc2)c1)Nc1cccc2[nH]c([C@@H]3O[C@H](CO)[C@@H](O)[C@H](O)[C@H]3O)nc12	-27	·	-0.6	-1	2	14	-0.5	11	4	-10	·
N#Cc1c(NC(=O)CSc2nc(N)cc(=O)[nH]2)sc2c1CCCCCC2	4	0	0.0	-15	69	-9	0.1	-6	-5	3	21
O=C(/C=C/c1ccc(F)cc1)N1CCN(c2ccccn2)CC1	-52	1	-1.6	-2	-21	-1	1.8	-4	-3	-25	-3
CCNC(=O)N1C(CC(=O)OCC)C(=O)NC2CCCCC21 (stereo not given)	5	3	-1.7	3	-15	-7	-0.1	-1	0	6	-4
CC(=O)Nc1ccc(S(=O)(=O)N(C)CC(=O)NNC(=O)c2cccs2)cc1	1	·	0.4	-2	13	-6	0.3	0	-5	9	3
CNC(=O)CSc1nnc(C(C)C)n1C	15	-3	-0.4	-4	15	-5	-0.1	0	0	3	4
COc1ccc(-n2nc3c(c2NC(=O)C24CC5CC(CC(C5)C2)C4)CS(=O)C3)cc1 (stereo not given)	4	-2	-0.1	8	-4	-7	0.0	3	0	0	-11
COc1ccccc1CN1C(=NC(=O)CCC2CCCC2)SC2CS(=O)(=O)CC21 (stereo not given)	21	1	0.0	-2	8	-7	0.0	-7	1	24	8
COc1ccc(CNCC(O)(c2ccc(Cl)cc2)c2ccc(Cl)cc2)cc1	12	1	-2.9	-13	-29	-5	0.5	4	4	19	6

An excerpt from above, showing only aDG glyco act and HIF-2a inh:
compound	aDG glyco act	HIF-2a inh
Cc1ccc(-c2nc3ccc(Br)cn3c2Cc2ccccc2C(F)(F)F)cc1	0.2	-290
CCCCn1c2ccc(F)cc2c2nnc(SCCN3CCOCC3)nc21	-0.3	15
COc1ccc(NC(=O)C2CCC(=O)N2S(=O)(=O)c2ccc(C)cc2)cc1Cl (stereo not given)	0.1	1
CN(CC(=O)Nc1cc(Cl)ccc1C#N)C1CCS(=O)(=O)C1 (stereo not given)	0.0	16
CSc1ccc(S(=O)(=O)Nc2ccccc2C(=O)N2CCOCC2)cc1	0.1	-23

Next records follow.
SMILES	HIF-2a inh	NR2E3 ag-1	iPSC survival up	Vif imaging	NR2E3 ag-2	CaV13 FRET inh	aDG glyco act	PDI inh	Exocytosis inh	Peg3 prom inh	MITF TRPM1 inh
Cc1nc(-c2ccc(NC(=O)c3ccccc3C)cc2)cs1	-204	3	-1.1	-25	-120	-5	0.0	-3	0	-232	-57
CCOC(=O)C1C(=O)OC2(CCOC(C)(C)C2)C1C(=O)OCC (stereo not given)	8	-2	0.4	7	8	-6	-0.1	7	2	4	8
CC(C)OC(=O)c1c(N)n(CCCN2CCOCC2)c2nc3ccccc3nc12	14	2	-0.7	-6	6	-3	-0.2	3	-2	9	3
Cc1ccc(NC(=O)CN(C)S(=O)(=O)c2cccc3cccnc23)cc1	-16	2	1.4	6	17	4	0.0	0	-2	-1	5

Single records (already shown). Order of screens: HIF-2a inh	NR2E3 ag-1	iPSC survival up	Vif imaging	NR2E3 ag-2	CaV13 FRET inh	aDG glyco act	PDI inh	Exocytosis inh	Peg3 prom inh	MITF TRPM1 inh
Profile of Cc1ccc(NC(=O)CN(C)S(=O)(=O)c2cccc3cccnc23)cc1 → -16	2	1.4	6	17	4	0.0	0	-2	-1	5
Profile of CC(C)OC(=O)c1c(N)n(CCCN2CCOCC2)c2nc3ccccc3nc12 → 14	2	-0.7	-6	6	-3	-0.2	3	-2	9	3
Profile of Cc1nc(-c2ccc(NC(=O)c3ccccc3C)cc2)cs1 → -204	3	-1.1	-25	-120	-5	0.0	-3	0	-232	-57
Profile of CCOC(=O)C1C(=O)OC2(CCOC(C)(C)C2)C1C(=O)OCC (stereo not given) → 8	-2	0.4	7	8	-6	-0.1	7	2	4	8
